Screening results: PubChem, several laboratories
IMP-1 inh – blocks Pseudomonas aeruginosa IMP-1 metallo-beta-lactamase; hit rate 0.45% among 290,000; inhibition, % at 5.6 µM; AID 1556; purified IMP-1, nitrocefin hydrolysis, epi-absorbance fluorescence;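 active means inhibition above the mean plus 3 SD of all compounds in the same screening run, cut at about 4.5% in these data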;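 further: 0% = IMP-1 with DMSO and 100% = DMSO wells lacking enzyme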
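System: purified recombinant IMP-1 beta-lactamase. Medium: Zinc- and detergent-supplemented HEPES buffer, pH 7.1. Compound: one 5.6 µM dose […]. Schedule: 15 min preincubation plus 25 min reaction at 25 °C. Technique: Epi-absorbance fluorescence, 480 nm excitation, 530 nm emission.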
VIM-2 inhibitor – inhibitors of Pseudomonas aeruginosa VIM-2 metallo-beta-lactamase | AID 1527 | inhibition, % at 5.6 µM | hit rate 0.89% among 290,000 | purified VIM-2, nitrocefin hydrolysis, epi-absorbance fluorescence;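 active means inhibition above the mean of all tested compounds plus 3 SD, cutoff set per screening run, cut at about 7.5% in these data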;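 further: red hydrolysis product quenches plate fluorescence so inhibitors raise well fluorescence; 0% = enzyme with DMSO and 100% = DMSO without enzyme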
IDE act – boosts human insulin-degrading enzyme activity in HEK cells | P14735 | FAbeta-B cleavage, fluorescence polarization; 0% vehicle, 100% cell-free pure enzyme wells | activation, % at 5.96 µM | hit rate 0.073% among 340,000 | AID 493087;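 active means activation above the mean of all tested compounds plus 3 SD, set per screening campaign, cut at about 17% in these data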
Target sequence (P14735 whole entry, looked up): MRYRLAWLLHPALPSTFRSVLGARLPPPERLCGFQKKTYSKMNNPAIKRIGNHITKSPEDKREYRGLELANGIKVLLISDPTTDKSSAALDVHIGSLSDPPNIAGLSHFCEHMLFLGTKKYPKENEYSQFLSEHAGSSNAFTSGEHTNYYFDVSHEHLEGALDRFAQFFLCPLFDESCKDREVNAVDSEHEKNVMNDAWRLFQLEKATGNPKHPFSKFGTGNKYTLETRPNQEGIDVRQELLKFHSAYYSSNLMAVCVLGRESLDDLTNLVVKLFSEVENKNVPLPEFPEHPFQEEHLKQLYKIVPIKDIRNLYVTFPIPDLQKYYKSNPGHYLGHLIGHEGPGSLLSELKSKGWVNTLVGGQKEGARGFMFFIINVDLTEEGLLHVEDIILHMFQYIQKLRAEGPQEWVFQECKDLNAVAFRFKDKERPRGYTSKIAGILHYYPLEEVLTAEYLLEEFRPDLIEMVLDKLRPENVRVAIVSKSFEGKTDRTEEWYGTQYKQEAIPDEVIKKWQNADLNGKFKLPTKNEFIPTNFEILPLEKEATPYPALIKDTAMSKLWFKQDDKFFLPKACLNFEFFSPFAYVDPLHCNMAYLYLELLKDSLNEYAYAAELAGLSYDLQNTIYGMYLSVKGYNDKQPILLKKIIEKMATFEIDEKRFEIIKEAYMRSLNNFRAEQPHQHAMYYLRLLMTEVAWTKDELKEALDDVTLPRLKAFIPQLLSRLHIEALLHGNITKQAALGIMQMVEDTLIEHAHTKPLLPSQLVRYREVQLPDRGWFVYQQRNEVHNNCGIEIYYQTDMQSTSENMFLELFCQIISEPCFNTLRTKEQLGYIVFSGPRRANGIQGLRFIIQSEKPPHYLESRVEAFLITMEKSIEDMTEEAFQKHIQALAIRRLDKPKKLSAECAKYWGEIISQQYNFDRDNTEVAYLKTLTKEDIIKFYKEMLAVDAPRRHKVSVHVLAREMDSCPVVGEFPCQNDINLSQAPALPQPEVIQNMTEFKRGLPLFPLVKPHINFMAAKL
PHOSPHO1 block – blocks human PHOSPHO1 phosphatase activity; recombinant PHOSPHO1, absorbance phosphatase assay; AID 1565; inhibition, % at 13.3 µM; hit rate 1.1% among 290,000; in the data active means inhibition above about 60%
IDE cell inh – inhibitors of human insulin-degrading enzyme in cells; HEK cells, FAbetaB cleavage, fluorescence polarization; hit rate 0.41% among 320,000; P14735; inhibition, % at 5.59 µM;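 active means percent inhibition above the average of all tested compounds plus 3 SD, set per screening campaign, cut at about 16% in these data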;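 further: IDE supplied by intact live HEK cells; FP after avidin binding of uncleaved biotin substrate so inhibition keeps polarization high; 0% = DMSO wells and 100% = 60 µM reference IDE inhibitor Ii1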
NALP1 yeast inh – inhibitors of NALP1 inflammasome in yeast. S. cerevisiae NALP1/ASC/caspase-1 growth, X-gal OD620, 72 h. inhibition, % at 10 µM. hit rate 0.61% among 280,000; in the data active means inhibition mostly above about 24%, no sharp cut-off; inactive means mostly below about 32%; further: some compounds called inactive have numbers as strong as hits
p-CIP stab down – lowers stability of the mouse p/CIP coactivator protein | Q05BA5 | F442A p/CIP-EGFP cells, EGFP fluorescence, 16 h | decrease of EGFP signal, % at 10 µM | hit rate 0.01% among 290,000 | AID 1984;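 active means EGFP signal decrease of at least 30% at 10 µM or well 3 SD below plate mean, unless failing retest; inactive means the rest, including hits failing retest or dose response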; further: some compounds called inactive have numbers as strong as hits; many of its hits are not listed in these tables
GPR7 antag – antagonists of human GPR7 (neuropeptides B/W receptor 1) | GPR7-expressing cells, fluorescence antagonist assay | P48145 | AID 1861 | inhibition, % at 4.4 µM | hit rate 1.1% among 290,000; in the data active means inhibition above about 16%, passing the limit was not always enough;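 further: cells stimulated with the agonist NPW; 0% = agonist with vehicle and 100% = vehicle without agonist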
M18AAP inhibitor – blocks P. falciparum M18 aspartyl aminopeptidase. recombinant PfM18AAP, H-Glu-NHMec fluorogenic cleavage. inhibition, % at 7.35 µM. hit rate 1.2% among 290,000;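 active means inhibition above the campaign mean inhibition over all tested compounds plus 3 SD, cut at about 28% in these data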;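 further: 0% = plate median of test compound wells and 100% = 2 mM ZnCl2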
The depositor's hits bear a star; x = not tested or not shown.

SMILES	IMP-1 inh	VIM-2 inhibitor	IDE act	PHOSPHO1 block	IDE cell inh	NALP1 yeast inh	p-CIP stab down	GPR7 antag	M18AAP inhibitor
Fc1ccc2[nH]c3c(NCCN4CCOCC4)ncnc3c2c1	-0.5	2.4	-1	11	3	18	-10	-16	-3
NC(=O)c1nsc(C(=O)N(c2ccc(F)cc2)C(C(=O)NCC2CCCO2)c2ccc3ncccc3c2)c1N (centres undefined)	-4.2	-1.5	-4	28	8	13	-14	-9	5
CCN(CC)S(=O)(=O)c1ccc(-c2cn3cc(Cl)ccc3n2)cc1	2.3	-0.2	1	30	1	0	-4	13	-5
CCn1cc(S(=O)(=O)NCc2ccc3c(c2)OCO3)cn1	-3.0	-0.1	1	51	-3	8	4	-14	1
CCc1cc2c(=O)c(-c3nc4ccccc4n3C)coc2c(CN2CCN(C)CC2)c1O	-5.7	-0.8	8	-7	4	16	-10	-20	1
O=C1COc2ccc(NC(=O)N3CCN(c4ccc(F)cc4)CC3)cc2N1	-1.3	-5.9	3	16	3	-7	-5	1	6
c1ccc2c(c1)COC(CN1CCCCC1)OC2	-2.2	-0.7	-1	30	-4	0	-2	-4	-11
Cc1cc(C)c(NC(=O)c2ccc(CNS(=O)(=O)c3cc(C(F)(F)F)ccc3Cl)cc2)c(C)c1	-3.4	-2.5	0	-1	6	x	-11	-12	0
Cc1cc(=O)oc2cc(O[C@@H]3O[C@H](CO)[C@H](O)[C@H](O)[C@H]3O)ccc12	-0.8	-1.8	-1	5	0	10	-2	-5	1
Cc1ccc(S(=O)(=O)NCC(=O)N(CC(=O)NCc2ccco2)Cc2ccco2)cc1	-2.7	-5.0	4	33	-1	7	-15	-5	3
Cc1cc(NCCN2CCOCC2)n2c(nc3ccccc32)c1C#N	-5.0	6.9	-4	-11	12	8	-6	-2	2
Cc1ccc(F)cc1NC(=O)N1CCN(c2ccnc3cc(Cl)ccc23)CC1	-1.6	1.5	-30	27	15	x	-8	-4	-4
Cc1cccc(OCCn2ccnc2)c1C	-3.3	-3.2	4	20	x	8	11	-10	3
CCOC(=O)CNC(=O)CSc1nc(Cc2ccccc2)nc2ccccc12	-1.0	-1.4	5	8	-1	-4	0	-14	2
CC1CN(C(=O)c2ccccc2)C(=Nc2cccc(S(=O)(=O)N(C)C)c2)S1 (centres undefined)	-2.2	-1.2	-1	-2	8	23	2	-1	6
C=C(C)[C@@H]1CC[C@]2(C(=O)O)CC[C@]3(C)[C@H](CC[C@@H]4[C@@]5(C)CC[C@H](O)C(C)(C)[C@@H]5CC[C@]43C)[C@@H]12	x	x	-2	35	-2	5	-2	x	x
O=C(NCCc1cccs1)C1CC(c2cccc(F)c2)=NO1 (centres undefined)	x	x	0	22	-5	x	-19	x	x
CC(C)N(CC(=O)Nc1ccc(Cl)cc1C(F)(F)F)C(=O)CCl	-1.8	0.0	2	12	4	5	3	-10	-8
CCOc1ccc(NS(=O)(=O)c2cc(OCC(N)=O)c(C)cc2Cl)cc1	-0.3	-1.5	3	-14	4	17	-24	1	-4
O=C(O)C1CCN(S(=O)(=O)c2ccc(Oc3ccccc3)cc2)CC1	-2.0	-3.2	6	0	-3	4	-6	-2	-1
O=C1CC(C(=O)N(c2cccc(F)c2)C(C(=O)NC2CCCC2)c2ccccn2)CS1 (centres undefined)	-2.5	-0.6	-2	-12	10	2	-13	-11	-6
CCc1nnc(NC(=O)c2c(O)c3c([nH]c2=O)CCCC3)s1	-0.7	-2.1	0	-1	4	5	5	-12	5
CCO[C@@H]1OC(C(=O)N2CCCCCCC2)=C[C@H](c2csc3ccccc23)[C@H]1CCCO	-3.8	-4.4	-2	56	10	-3	-7	2	7
CCS(=O)(=O)N1CCCC(C(=O)NCc2cccnc2)C1 (centres undefined)	-2.3	-4.5	7	40	2	-12	-6	12	3
CCOc1cc(C(=O)N(C)Cc2cc3cc(OC)ccc3[nH]c2=O)cc(OCC)c1OCC	-1.2	1.5	3	46	5	37	8	0	-11

As entered above.
Result of `CC(C)N(CC(=O)Nc1ccc(Cl)cc1C(F)(F)F)C(=O)CCl` in GPR7 antag: -10
Result of `CCn1cc(S(=O)(=O)NCc2ccc3c(c2)OCO3)cn1` in IDE cell inh: -3

Continued:
SMILES	IMP-1 inh	VIM-2 inhibitor	IDE act	PHOSPHO1 block	IDE cell inh	NALP1 yeast inh	p-CIP stab down	GPR7 antag	M18AAP inhibitor
O=C(/C=C/c1ccc([N+](=O)[O-])cc1)NCCc1ccc(F)cc1	-2.0	-2.1	-5	2	-1	3	5	1	3
CC(=O)n1cc(/C=N/NC(=O)c2ccccc2O)c2ccccc21	-2.0	-7.2	5	x	9	-3	-14	12	3
O=C(CSc1nnc(CNC(=O)c2ccc(F)cc2)o1)NCCc1ccccc1	-1.5	0.7	1	23	-4	12	-9	-12	-14
Cc1cc(Nc2cccc(F)c2)n2ncnc2n1	-0.3	0.0	1	-6	6	32	-1	-12	1
Cc1ccc(CCNS(=O)(=O)c2cc3c(cc2C)n(C)c(=O)c(=O)n3C)cc1	-4.5	-2.4	2	28	3	12	-1	-7	7
C=CCn1c(CSCc2ccc(Cl)cc2)nnc1SCC(=O)NCc1ccccc1	-5.4	-1.6	1	8	2	-2	0	17	-18
Cc1ccc2sc(-c3ccc(NC(=O)c4cc(-n5cnnc5)ccc4Cl)cc3)nc2c1	-2.3	-1.9	-7	11	13	30	-8	-10	2
CC(NC(=O)CCn1ccc2cc(S(=O)(=O)N3CCCC3)ccc21)c1ccccc1 (centres undefined)	-1.9	0.0	-6	32	-1	13	-6	1	2
COc1ccccc1NC(=O)Nc1sccc1-c1nc2ccccc2s1	-2.0	-1.8	x	20	-7	13	-4	-9	3
COc1ccc(/C=C2\CCCC3C2=NN(C(=O)c2scnc2C)C3c2ccc(OC)c(OC)c2)cc1OC (centres undefined)	-0.4	0.9	1	3	-3	36	-16	3	-7
Cc1cc(C(F)(F)F)nn1Cc1ccc(C(=O)NCc2ccco2)o1	3.6	0.9	0	-1	1	13	-7	-6	-9
COc1ccccc1C1(CC(=O)O)CCOC(C(C)C)C1 (centres undefined)	-4.2	-1.0	3	32	7	-4	-7	-18	-1
CC1CCN(CCCNC(=O)c2ccc(CS(=O)(=O)Cc3ccccc3F)o2)CC1	-3.3	-1.0	0	-3	x	15	-17	-15	-15
Cc1ccc([N+](=O)[O-])cc1N=Cc1ccc(Br)s1	-0.8	0.2	-2	-1	0	7	12	-6	2
COC(=O)c1ccc(NS(=O)(=O)c2ccc(SC)cc2)cc1	-4.3	-6.8	4	20	1	x	6	-1	2
COCCOCC(O)CN1CCN(c2ccc(C)cc2)CC1 (centres undefined)	-2.5	-1.9	4	-8	2	14	-8	-2	15
COc1ccc(S(=O)(=O)N(C)CC(=O)N2CCCC2)cc1Cl	-3.6	-2.9	5	51	5	2	0	0	-13
CCOc1cccc(C2C(C#N)=C(N)Oc3cc(C)[nH]c(=O)c32)c1OCC (centres undefined)	-1.6	-0.7	-1	-7	4	x	-12	-11	-17
COc1ccc(C)cc1S(=O)(=O)N(C)CC(=O)N1CCC(C)CC1	2.3	-3.1	6	-6	4	-62	-12	-6	-5
COc1cccc(NC(=O)Nc2ccc3c(c2)nc(C)n3C)c1	-3.0	-2.1	3	8	-2	-1	9	-4	-6
CCCCCn1c(CN2CCN(C)CC2)nc2c1c(=O)n(C)c(=O)n2C	-3.1	-3.2	-1	-28	3	4	-2	-5	0
COc1cccc(CN(C)C(=O)c2ccc(Oc3ccccc3)cc2)c1OC	-1.9	-1.5	1	23	-2	18	-26	5	-4
O=C(O)c1ccc(N2C(=O)CC(N3CCN(c4ccc(Cl)cc4)CC3)C2=O)cc1 (centres undefined)	-0.7	0.5	5	30	2	-2	8	-2	-8
CCCCc1cc(=O)oc2cc(C)cc(OC(C)C(=O)NCc3ccncc3)c12 (centres undefined)	0.9	0.6	-1	7	12	-3	9	-13	3
COc1cc([N+](=O)[O-])ccc1NC(=O)CCCOc1cc(C)ccc1C	-4.7	-3.7	-1	11	7	21	-2	-1	0
CNC(=O)COc1ccc(-c2nn(C)c(=O)c3ccccc23)cc1	1.0	4.6	2	8	-3	-3	-3	-1	-5
O=C(Cc1cccs1)N1CCCC(c2nc3c(nnn3Cc3ccccc3Cl)c(=O)[nH]2)C1 (centres undefined)	-3.2	-1.8	3	-51	0	2	-12	-9	3
CCN(CC)CCCn1c(SCC(=O)Nc2cccc(F)c2)nnc1-c1ccoc1C	-2.7	-1.8	0	35	7	24	-15	6	-6
COc1cc(OC)cc(C(=O)NNC(=O)CCC(=O)c2cccs2)c1	-1.6	-0.4	5	19	1	11	8	-6	-4
O=C(CSc1nnc(NC(=O)C2CC2)s1)Nc1ccccc1Cl	1.1	-0.2	0	37	-4	-9	-5	-6	0

Pulled one by one from the list above, two records:
SMILES	IMP-1 inh	VIM-2 inhibitor	IDE act	PHOSPHO1 block	IDE cell inh	NALP1 yeast inh	p-CIP stab down	GPR7 antag	M18AAP inhibitor
COc1ccc(C)cc1S(=O)(=O)N(C)CC(=O)N1CCC(C)CC1	2.3	-3.1	6	-6	4	-62	-12	-6	-5
Cc1cc(NCCN2CCOCC2)n2c(nc3ccccc32)c1C#N	-5.0	6.9	-4	-11	12	8	-6	-2	2

Five successive entries from above, for reference:
SMILES	IMP-1 inh	VIM-2 inhibitor	IDE act	PHOSPHO1 block	IDE cell inh	NALP1 yeast inh	p-CIP stab down	GPR7 antag	M18AAP inhibitor
O=C(/C=C/c1ccc([N+](=O)[O-])cc1)NCCc1ccc(F)cc1	-2.0	-2.1	-5	2	-1	3	5	1	3
CC(=O)n1cc(/C=N/NC(=O)c2ccccc2O)c2ccccc21	-2.0	-7.2	5	x	9	-3	-14	12	3
O=C(CSc1nnc(CNC(=O)c2ccc(F)cc2)o1)NCCc1ccccc1	-1.5	0.7	1	23	-4	12	-9	-12	-14
Cc1cc(Nc2cccc(F)c2)n2ncnc2n1	-0.3	0.0	1	-6	6	32	-1	-12	1
Cc1ccc(CCNS(=O)(=O)c2cc3c(cc2C)n(C)c(=O)c(=O)n3C)cc1	-4.5	-2.4	2	28	3	12	-1	-7	7

In another format: two of the compounds above
Screens in order – IMP-1 inh, VIM-2 inhibitor, IDE act, PHOSPHO1 block, IDE cell inh, NALP1 yeast inh, p-CIP stab down, GPR7 antag, M18AAP inhibitor
COc1ccc(S(=O)(=O)N(C)CC(=O)N2CCCC2)cc1Cl
  -3.6, -2.9, 5, 51, 5, 2, 0, 0, -13
COc1cccc(CN(C)C(=O)c2ccc(Oc3ccccc3)cc2)c1OC
  -1.9, -1.5, 1, 23, -2, 18, -26, 5, -4
